NRP1-CendR mod: modulators of CendR peptide binding to NRP-1, primary screen, biochemical, fluorescence polarization, uHTS | FAM-RPARPAR peptide binding to NRP-1 | inhibition, % at 25 µM | hit rate 0.85% among 360,000;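 active means inhibition or corrected inhibition above about 18%, plus a signal ratio from 0.5 to 1.5, limit read from the data, passing the limit was not always enough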; further: strong numbers were not always called active
Scp-1 inhibitor: Scp-1 phosphatase inhibitors, primary screen, biochemical, colorimetric, uHTS; Carboxy-terminal domain RNA polymerase II polypeptide A small phosphatase 1 (Homo …; Recombinant Scp1, phosphopeptide, malachite green phosphate absorbance; inhibition, % at 20 µM; hit rate 0.88% among 340,000;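 active means inhibition above about 50% at 20 µM, limit read from the data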;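 further: plate controls were DMSO wells with enzyme for no effect and wells lacking enzyme for full effect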
Target sequence (Q9GZU7 76-261 limits assumed): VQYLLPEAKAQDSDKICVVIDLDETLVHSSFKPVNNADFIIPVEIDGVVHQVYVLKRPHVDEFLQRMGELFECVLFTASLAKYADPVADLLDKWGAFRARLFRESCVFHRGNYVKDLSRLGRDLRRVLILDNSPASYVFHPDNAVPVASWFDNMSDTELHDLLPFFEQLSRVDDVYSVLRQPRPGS
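Assay system: SCP-1 catalytic fragment, aa 76-261 | Buffer or medium: Tris acetate buffer pH 5.5 with MgCl2 and Tween-20 | Compound: One concentration, 20 µM, with 1.0% DMSO | Also added: Phospho 17-mer peptide substrate | Signal: Absorbance at 630 nm | Incubation: 45 min enzyme reaction at room temperature | Measure: % inhibition of SCP-1 phosphate liberation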
STEP inh: STEP phosphatase inhibitors, primary screen, biochemical, fluorescence intensity, uHTS. inhibition, % at 20 µM. recombinant STEP, OMFP fluorogenic substrate. hit rate 0.25% among 360,000;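 active means inhibition at 20 µM, scaled per plate between control wells, above about 37%, limit read from the data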;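 further: 0% = DMSO with enzyme and substrate and 100% = substrate only without enzyme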
Target sequence (P54829 whole entry, looked up): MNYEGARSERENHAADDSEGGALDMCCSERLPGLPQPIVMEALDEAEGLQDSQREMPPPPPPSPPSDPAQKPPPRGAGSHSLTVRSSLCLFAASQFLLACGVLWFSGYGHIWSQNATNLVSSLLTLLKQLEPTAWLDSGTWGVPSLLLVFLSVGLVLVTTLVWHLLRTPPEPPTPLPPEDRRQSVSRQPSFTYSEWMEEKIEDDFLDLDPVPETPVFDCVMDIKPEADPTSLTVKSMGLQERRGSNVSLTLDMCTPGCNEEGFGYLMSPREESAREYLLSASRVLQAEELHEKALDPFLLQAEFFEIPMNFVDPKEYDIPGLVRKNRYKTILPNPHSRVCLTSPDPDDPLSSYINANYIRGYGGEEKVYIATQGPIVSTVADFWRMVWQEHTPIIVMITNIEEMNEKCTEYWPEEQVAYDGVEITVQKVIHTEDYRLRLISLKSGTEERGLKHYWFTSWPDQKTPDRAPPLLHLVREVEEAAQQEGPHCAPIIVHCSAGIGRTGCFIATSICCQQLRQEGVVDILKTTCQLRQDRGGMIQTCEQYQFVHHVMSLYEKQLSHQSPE
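Material: STEP (striatal-enriched tyrosine phosphatase) enzyme, cell-free; Compound dosing: 20 µM single dose in 1% DMSO; Technique: fluorescence read at 480 nm ex / 540 nm em; Times: reaction 20 min, ambient temperature; Medium: 50 mM Bis-Tris pH 6.0 with 2.5 mM DTT and 0.005% Tween 20; Also added: OMFP at 25 µM.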
DNMT1 inh: human DNMT1 methyltransferase inhibitors, primary screen, biochemical, molecular beacon, fluorescence, HinP1I cleavage, uHTS. hit rate 0.83% among 360,000. AID 588458, 2011. inhibition (reported as % activation of signal), % at 10 µM. DNA (cytosine-5)-methyltransferase 1 (Homo sapiens), P26358; in the data active means inhibition above about 50%
LMPTP inh: LMPTP phosphatase inhibitors, primary screen, biochemical, fluorescence intensity, uHTS; Low molecular weight phosphotyrosine protein phosphatase (Homo sapiens), P24666; recombinant LMPTP-A, OMFP fluorogenic substrate; inhibition, % at 20 µM; hit rate 0.22% among 360,000; AID 651560, 2012;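 active means compounds that cut the enzyme signal by at least half of the control window in the single-dose screen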;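 further: plate controls were DMSO wells with enzyme plus substrate for no effect and substrate without enzyme for full effect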
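Test system: LMPTP-A phosphatase enzyme. Amount: LMPTP-A at 0.625 nM final in the reaction. Reagent: OMFP substrate, 400 µM final. Times: 50 min at room temperature. Signal: endpoint fluorescence intensity from OMFP dephosphorylation. Read-out basis: % inhibition. Benchmarks: no-enzyme and uninhibited controls.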
MT1-MMP act inh: blockers of MT1-MMP proenzyme processing, primary screen, HT1080 RFP-PRO-GFP cells, GFP/RFP fluorescence; Matrix metalloproteinase-14 (Homo sapiens), P50281; GFP/RFP ratio fluorescence, overnight; percent of plate control window, DMSO zero; GFP/RFP ratio change, % at 20 µM; hit rate 0.061% among 360,000;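 active means GFP/RFP ratio change of at least 30% with cell ATP level not reduced by more than half and red fluorescence within 50% of control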; further: strong numbers were not always called active
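Assay system – RFP-PRO-GFP reporter HT1080 cells · Compound dosing – single dose of 20 µM compound, 1% DMSO final · Incubation – overnight compound exposure at 37 °C · Measure – GFP/RFP fluorescence ratio · Benchmarks – DMSO wells and RFP-L50D-GFP cells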
SUMO1 PPI mod: modulators of SUMO1 protein-protein interactions, primary screen, biochemical, uHTS; Small ubiquitin-related modifier 1 (Homo sapiens), P63165; SUMO1 binding to a labelled peptide, TR-FRET, 1 h; inhibition, % at 20 µM; hit rate 0.33% among 360,000; AID 602429, 2012; in the data active means inhibition above about 37%
Rpn11 inh: Rpn11 (PSMD14) deubiquitinase inhibitors, primary screen, biochemical, fluorescence polarization, uHTS; AID 588493, 2011; human 26S proteasome, Ub4-pepOG fluorescence polarization; 20S core pre-blocked with epoxomicin; 26S proteasome non-ATPase regulatory subunit 14 (Homo sapiens), O00487; hit rate 0.59% among 360,000; calls only at 20 µM;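 active means inhibition at 20 µM, scaled to each plate's controls, above about 33%, limit read from the data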
Target sequence (O00487 whole entry, looked up): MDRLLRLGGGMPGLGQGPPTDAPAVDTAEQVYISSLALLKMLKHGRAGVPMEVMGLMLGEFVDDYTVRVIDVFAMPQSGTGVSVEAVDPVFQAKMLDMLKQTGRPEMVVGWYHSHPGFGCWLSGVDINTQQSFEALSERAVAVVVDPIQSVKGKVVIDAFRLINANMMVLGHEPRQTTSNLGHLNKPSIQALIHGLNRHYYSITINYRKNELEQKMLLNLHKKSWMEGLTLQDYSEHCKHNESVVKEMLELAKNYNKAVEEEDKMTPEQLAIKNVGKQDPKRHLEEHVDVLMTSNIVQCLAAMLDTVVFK
SKN-1 inh: suppressors of acrylamide-induced Pgst-4::GFP reporter in worms, primary screen, SKN-1 inhibitor project, whole organism, uHTS, GFP/RFP fluorescence ratio, strain VP596 | C. elegans VP596 Pgst-4::GFP/RFP ratio, 24 h | inhibition, % at 21.8 µM | hit rate 0.49% among 360,000;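 active means interference check ratio from 0.5 to 1.5 plus GFP to RFP signal ratio inhibition reaching or exceeding a fixed threshold, cut at about 30% in these data, passing the limit was not always enough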; further: some compounds called inactive have numbers as strong as hits
NadD inh: inhibitors of S. aureus NadD, primary screen, biochemical, colorimetric, uHTS; hit rate 0.78% among 360,000; inhibition, % at 20 µM; purified NadD enzyme, colorimetric absorbance read-out; AID 602399, 2012; Nicotinate-nucleotide adenylyltransferase NadD (Staphylococcus aureus N315); in the data active means inhibition above about 26%; further: some compounds past the cut are filed as inactive
An asterisk follows results filed as active. Not a hit list; 3.9% or so of the library scored in one or more.

What do the screens show for `O=C(CCc1nnc(CCCCc2ccccc2)o1)NCCC1CCCCO1` (stereo not drawn)?
NRP1-CendR mod: 2; Scp-1 inhibitor: -8; STEP inh: -2; DNMT1 inh: -2; LMPTP inh: 0.1; MT1-MMP act inh: 1; SUMO1 PPI mod: 0; Rpn11 inh: inactive; SKN-1 inh: 13; NadD inh: 4

Results for Cc1ccc(-c2ccc(/C=C3\C(=O)ON=C3c3ccccc3)o2)c([N+](=O)[O-])c1 ?
NRP1-CendR mod: 0; Scp-1 inhibitor: -1; STEP inh: 2; DNMT1 inh: 54*; LMPTP inh: -0.2; MT1-MMP act inh: -3; SUMO1 PPI mod: 34; Rpn11 inh: inactive; SKN-1 inh: 12; NadD inh: 18

Results for COc1ccc(SC[C@H](Cc2ccccc2)N2CC[C@@H](NC(=O)OCc3ccccc3)CCC2=O)cc1 ?
NRP1-CendR mod: 10; Scp-1 inhibitor: -8; STEP inh: 1; DNMT1 inh: -9; LMPTP inh: 6.7; MT1-MMP act inh: -1; SUMO1 PPI mod: 6; Rpn11 inh: inactive; SKN-1 inh: 5; NadD inh: -9

How did FC(F)C(F)(F)Oc1cccc(-c2n[nH]c(=S)n2Cc2ccccc2)c1 do in these assays?
NRP1-CendR mod: -11; Scp-1 inhibitor: -3; STEP inh: 0; DNMT1 inh: -3; LMPTP inh: 1.5; MT1-MMP act inh: 2; SUMO1 PPI mod: 8; Rpn11 inh: inactive; SKN-1 inh: 3; NadD inh: 9

How did COCCCNS(=O)(=O)c1ccc(Oc2ncc(C(F)(F)F)cc2Cl)cc1 do in these assays?
NRP1-CendR mod: 19; Scp-1 inhibitor: -9; STEP inh: -2; DNMT1 inh: -2; LMPTP inh: -0.3; MT1-MMP act inh: -5; SUMO1 PPI mod: -2; Rpn11 inh: inactive; SKN-1 inh: -3; NadD inh: -6

How did COc1ccc(CSc2nnnn2C)cc1F do in these assays?
NRP1-CendR mod: -2; Scp-1 inhibitor: -12; STEP inh: -2; DNMT1 inh: 2; LMPTP inh: -1.3; MT1-MMP act inh: 4; SUMO1 PPI mod: 1; Rpn11 inh: inactive; SKN-1 inh: 14; NadD inh: -4

What do the screens show for `CCCCN1CCC(COC(=O)c2cc(Cl)c(N)c3c2OCCO3)CC1`?
NRP1-CendR mod: 7; Scp-1 inhibitor: -9; STEP inh: 3; DNMT1 inh: 0; LMPTP inh: -0.4; MT1-MMP act inh: 3; SUMO1 PPI mod: 2; Rpn11 inh: inactive; SKN-1 inh: 10; NadD inh: -3

How did O=C(c1cccc(-c2ccccc2F)c1)N1CC[C@@H](N2CCC(O)CC2)[C@H](O)C1 do in these assays?
NRP1-CendR mod: -19; Scp-1 inhibitor: 7; STEP inh: -2; DNMT1 inh: -2; LMPTP inh: -0.5; MT1-MMP act inh: 2; SUMO1 PPI mod: 5; Rpn11 inh: inactive; SKN-1 inh: -7; NadD inh: -5

Results for Cc1nc2ccc(S(=O)(=O)Nc3cccc(-c4nc5cccnc5s4)c3)cc2s1 ?
NRP1-CendR mod: -2; Scp-1 inhibitor: -3; STEP inh: -3; DNMT1 inh: 2; LMPTP inh: -1.5; MT1-MMP act inh: 2; SUMO1 PPI mod: 4; Rpn11 inh: inactive; SKN-1 inh: -2; NadD inh: 7

What do the screens show for `CCOCC(=O)Nc1ccc(F)c(F)c1`?
NRP1-CendR mod: -3; Scp-1 inhibitor: 4; STEP inh: 3; DNMT1 inh: -2; LMPTP inh: -1.4; MT1-MMP act inh: 0; SUMO1 PPI mod: -2; Rpn11 inh: inactive; SKN-1 inh: 5; NadD inh: -3

How did COc1ccc(S(=O)(=O)N2CCCCCC2)cc1C(=O)N(C)Cc1c(F)cccc1Cl do in these assays?
NRP1-CendR mod: 10; Scp-1 inhibitor: -7; STEP inh: 2; DNMT1 inh: -5; LMPTP inh: -9.3; MT1-MMP act inh: -4; SUMO1 PPI mod: -17; Rpn11 inh: inactive; SKN-1 inh: 17; NadD inh: -1

How did Cc1ccc(C)c(N2C(=O)CN=C2Nc2ccccc2Cl)c1 do in these assays?
NRP1-CendR mod: -7; Scp-1 inhibitor: 3; STEP inh: -8; DNMT1 inh: 4; LMPTP inh: 26; MT1-MMP act inh: 2; SUMO1 PPI mod: 1; Rpn11 inh: inactive; SKN-1 inh: -4; NadD inh: 3

What do the screens show for `COc1cc(C(=O)Nc2ccc(C)cc2C(NCC(=O)NN)c2ccccc2)cc(OC)c1OC` (stereo not drawn)?
NRP1-CendR mod: -11; Scp-1 inhibitor: -4; STEP inh: -2; DNMT1 inh: -3; LMPTP inh: -0.8; MT1-MMP act inh: 1; SUMO1 PPI mod: 0; Rpn11 inh: inactive; SKN-1 inh: 19; NadD inh: 1

What do the screens show for `CC(=O)c1ccc(NC(=O)/C(C#N)=C/c2ccncc2)cc1`?
NRP1-CendR mod: -6; Scp-1 inhibitor: -11; STEP inh: 1; DNMT1 inh: -5; LMPTP inh: 0.2; MT1-MMP act inh: 0; SUMO1 PPI mod: 0; Rpn11 inh: inactive; SKN-1 inh: 12; NadD inh: 8

Results for COc1ccc(/C=N\NS(=O)(=O)c2ccc(C)cc2)cc1COc1ccccc1[N+](=O)[O-] ?
NRP1-CendR mod: 6; Scp-1 inhibitor: -7; STEP inh: -4; DNMT1 inh: -11; LMPTP inh: 4.3; MT1-MMP act inh: -8; SUMO1 PPI mod: 0; Rpn11 inh: inactive; SKN-1 inh: -6; NadD inh: 17

What do the screens show for `O=C(Cn1cncn1)N/N=C/c1ccccc1O`?
NRP1-CendR mod: 7; Scp-1 inhibitor: -19; STEP inh: 0; DNMT1 inh: -1; LMPTP inh: -1.3; MT1-MMP act inh: 7; SUMO1 PPI mod: -8; Rpn11 inh: inactive; SKN-1 inh: -15; NadD inh: -8

Results for COc1ccc(S(=O)(=O)Nc2ccccc2C(=O)N2CCOCC2)cc1OC ?
NRP1-CendR mod: -3; Scp-1 inhibitor: -5; STEP inh: 1; DNMT1 inh: 0; LMPTP inh: -1.0; MT1-MMP act inh: 1; SUMO1 PPI mod: -4; Rpn11 inh: inactive; SKN-1 inh: 0; NadD inh: -12

What do the screens show for `Clc1ccccc1OCc1nn[nH]n1`?
NRP1-CendR mod: 30*; Scp-1 inhibitor: -7; STEP inh: -3; DNMT1 inh: -1; LMPTP inh: -1.4; MT1-MMP act inh: 0; SUMO1 PPI mod: 1; Rpn11 inh: inactive; SKN-1 inh: -3; NadD inh: -5

How did O=C(OCC(=O)N1CCCCCC1)c1ccc([N+](=O)[O-])cc1Cl do in these assays?
NRP1-CendR mod: 13; Scp-1 inhibitor: 11; STEP inh: -2; DNMT1 inh: 0; LMPTP inh: 0.3; MT1-MMP act inh: -3; SUMO1 PPI mod: -26; Rpn11 inh: inactive; SKN-1 inh: -12; NadD inh: 4

Results for O=C1CCCC2=C1C(O)(C(F)(F)F)C(=O)N2Cc1ccccc1 (stereo not drawn) ?
NRP1-CendR mod: -9; Scp-1 inhibitor: -5; STEP inh: -4; DNMT1 inh: -1; LMPTP inh: -0.7; MT1-MMP act inh: -1; SUMO1 PPI mod: 4; Rpn11 inh: inactive; SKN-1 inh: -12; NadD inh: -6

How did CN(C(=O)c1cccc(C#N)c1)c1nnc(-c2cnccn2)s1 do in these assays?
NRP1-CendR mod: -3; Scp-1 inhibitor: -3; STEP inh: -8; DNMT1 inh: -1; LMPTP inh: 0.0; MT1-MMP act inh: 3; SUMO1 PPI mod: -6; Rpn11 inh: inactive; SKN-1 inh: -4; NadD inh: -3

What do the screens show for `Cc1ccc(C)c(OCC(O)CN2CCC(CN3C(=O)c4cccc5cccc(c45)C3=O)CC2)c1` (stereo not drawn)?
NRP1-CendR mod: 1; Scp-1 inhibitor: 1; STEP inh: -5; DNMT1 inh: 11; LMPTP inh: 11; MT1-MMP act inh: -12; SUMO1 PPI mod: -18; Rpn11 inh: inactive; SKN-1 inh: 3; NadD inh: 11

Results for CCN(CC)c1cc2nc(C)n(Cc3ccccc3)c(=O)c2cc1NC(=O)C1CC1 ?
NRP1-CendR mod: -5; Scp-1 inhibitor: -12; STEP inh: 0; DNMT1 inh: -7; LMPTP inh: 1.0; MT1-MMP act inh: 0; SUMO1 PPI mod: 5; Rpn11 inh: inactive; SKN-1 inh: 32; NadD inh: 5

How did CC1=Nc2ccccc2/C1=C/c1c(C)[nH]c2ccccc12 do in these assays?
NRP1-CendR mod: -11; Scp-1 inhibitor: 3; STEP inh: 1; DNMT1 inh: -19; LMPTP inh: 3.0; MT1-MMP act inh: -1; SUMO1 PPI mod: -12; Rpn11 inh: inactive; SKN-1 inh: 11; NadD inh: 20

Filtered by structure, the compounds so far containing a cyano group
What do the screens show for `CC(=O)c1ccc(NC(=O)/C(C#N)=C/c2ccncc2)cc1`?
NRP1-CendR mod: -6; Scp-1 inhibitor: -11; STEP inh: 1; DNMT1 inh: -5; LMPTP inh: 0.2; MT1-MMP act inh: 0; SUMO1 PPI mod: 0; Rpn11 inh: inactive; SKN-1 inh: 12; NadD inh: 8

How did CN(C(=O)c1cccc(C#N)c1)c1nnc(-c2cnccn2)s1 do in these assays?
NRP1-CendR mod: -3; Scp-1 inhibitor: -3; STEP inh: -8; DNMT1 inh: -1; LMPTP inh: 0.0; MT1-MMP act inh: 3; SUMO1 PPI mod: -6; Rpn11 inh: inactive; SKN-1 inh: -4; NadD inh: -3

High-throughput results as filed in PubChem.
